TNF necrop inh: inhibitors of TNF-alpha triggered necroptosis, primary screen, cell-based, Jurkat FADD-/-, single concentration. Jurkat FADD-/- TNF necroptosis rescue, ATP luminescence, 24 h; 0 = TNF only, 100 = no-TNF cells. activation (protection from cell death), % at 10 µM. actives 0.068% (n = 220,000). AID 463075, 2010;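 active = activation, meaning protection from cell death, of at least 50% relative to plate controls; inactive = activation below 50%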;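 note: necroptosis triggered by 40 ng/mL TNF-alpha added together with compound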
CHOP inh: inhibitors of CHOP promoter induction, primary screen, cell-based, unfolded protein response, luciferase reporter; CHO-K1 CHOP-promoter luciferase, tunicamycin-induced, 15-18 h; actives 3.8% (n = 220,000); AID 2732, 2010; inhibition, % at 10 µM;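 active = compounds that reduced the stress-induced luciferase reporter signal by more than about 70% of percent inhibition, limit read from the data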;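 note: 0% = tunicamycin plus vehicle and 100% = wells without tunicamycin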
zfTRPN1 agonist: zebrafish TRPN1 channel agonists, primary screen, cell-based, HEK293, calcium fluorescence. HEK293 zebrafish TRPN1-YFP, Fluo-8 calcium fluorescence; 100% = response to 87 µM carbachol. activation, % at 3 µM. actives 0.18% (n = 220,000);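 active = activation above its plate's cutoff, the mean activation of test wells on that plate plus 3 SD, cut at about 19% in these data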;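 note: 0% = DMSO alone and 100% = 87 µM carbachol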
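Material – zebrafish TRPN1-YFP in HEK293 cells · Doses – 3 µM single point · Schedule – dye 1 h 37 °C plus 30 min RT · Signal – Fluo-8 calcium fluorescence, excitation 470-495 nm, emission 515-575 nm · Read-out – % activation versus carbachol response · Control set – carbachol high, DMSO low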
PPC-1+TRAIL kill: compounds killing PPC-1 cancer cells with TRAIL present, primary screen, TRAIL potentiator project, ATPLite luminescence, uHTS; PPC-1 cells + TRAIL, ATPLite viability luminescence; cell killing (% activity), % at 4 µM; actives 0.41% (n = 220,000); AID 1443, 2008;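 active = cell killing above 50% in the first pass at 4 µM, then a duplicate retest at 5 µM averaging 50% or more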;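 note: plate controls were cells with TRAIL plus DMSO for no effect and medium-only wells lacking cells for full effect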
NCF1 inh: p47phox/p22phox peptide binding inhibitors, primary screen, biochemical, uHTS, NADPH oxidase regulatory subunit; fluorescence polarization, 2 h; actives 0.53% (n = 220,000); Neutrophil cytosol factor 1 (Homo sapiens), P14598; inhibition, % at 24.7 µM; AID 1274, 2008;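 active = inhibition above about 30%, limit read from the data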;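 note: 0% = p47phox with labelled peptide and 100% = labelled peptide alone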
Target sequence (P14598 whole entry, looked up): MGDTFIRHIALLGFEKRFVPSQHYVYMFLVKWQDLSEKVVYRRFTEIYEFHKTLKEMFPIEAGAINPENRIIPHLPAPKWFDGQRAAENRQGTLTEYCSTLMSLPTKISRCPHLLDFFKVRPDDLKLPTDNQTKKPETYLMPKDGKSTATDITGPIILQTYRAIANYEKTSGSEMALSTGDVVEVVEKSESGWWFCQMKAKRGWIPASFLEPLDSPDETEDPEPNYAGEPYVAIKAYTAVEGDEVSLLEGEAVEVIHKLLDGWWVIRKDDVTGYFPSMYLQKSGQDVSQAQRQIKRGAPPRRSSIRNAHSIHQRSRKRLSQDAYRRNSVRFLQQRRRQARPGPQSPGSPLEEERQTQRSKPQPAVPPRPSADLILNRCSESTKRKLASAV
Mdm2 ligase inh: MDM2-luciferase reporter signal enhancers, primary screen, MDM2 E3 ligase inhibitor project, cell-based, luminescence, 1536-well. signal enhancement, % at 5 µM. cell-based MDM2 ubiquitination luciferase reporter, 2 h; 0 = plate control, 100 = twice control, blank-subtracted. E3 ubiquitin-protein ligase Mdm2 (Homo sapiens), Q00987. actives 0.11% (n = 210,000);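 active = signal enhancement of 30% or more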;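 note: luminescence tracks abundance of the self-degrading MDM2-luciferase fusion protein; higher signal means inhibition of MDM2 E3 ligase activity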
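Buffer or medium: Cells held in DMEM | Assay system: Stable mammalian line carrying autodegrading MDM2–luciferase fusion reporter | Quantity: 2000 cells/well | Times: 4 h settle plus 2 h compound, 37 °C | Doses: One concentration, 5 µM, with 0.2% DMSO | Technique: Luminescence with SteadyLite reagent, 15 min at room temperature | Benchmarks: Plate controls and plate blanks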
EBV gp42 inh: Epstein-Barr virus gp42 inhibitors, primary screen, biochemical, uHTS, fluorescence polarization; Fluorescence polarization binding assay, mP read-out; actives 0.42% (n = 220,000); Glycoprotein 42 (Epstein-Barr virus (strain AG876)), Q1HVG2; inhibition, % (tested at 21.74 µM); in the data active = inhibition above about 50%
TRPML3 ag: human TRPML3 channel agonists, primary screen, cell-based, HEK293 TRPML3-YFP, Fluo-8 calcium fluorescence, 3 µM | AID 1448, 2008 | Mucolipin-3 (Homo sapiens), Q8TDD5 | 100% = the carbachol control signal | activation, % at 3 µM | actives 0.29% (n = 220,000);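 active = activation above its plate's cutoff, the mean activation of the plate's test wells plus 3 SD, cut at about 12% in these data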;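 note: 0% = DMSO only wells and 100% = carbachol wells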
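Material: HEK293 cells stably carrying human TRPML3-YFP; compound dosing: single dose, 3 µM final nominal compound, 0.3% DMSO final; incubation: 1-h 37 °C dye load, 5-s basal, 120-s post-compound reads; technique: Fluo-8 intracellular calcium fluorescence, excitation 470-495 nm, emission 515-575 nm; read-out basis: percent activation from peak-to-basal fluorescence ratio, scaled between DMSO and carbachol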
Runt-SMMHC FRET: inhibitors of RUNX1 Runt–CBFb-SMMHC binding, primary screen, biochemical, FRET, Cerulean-Runt, Venus-CBFb-SMMHC, uHTS; Runt-related transcription factor 1 (Homo sapiens) + Core-binding factor subunit beta …; Cerulean-Runt/Venus-CBFb-SMMHC FRET ratio 530/480, 1 h; inhibition, % at 20 µM; actives 0.74% (n = 220,000); AID 1434, 2008;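 active = mean inhibition across duplicate retests at 20 µM reaching about 50%, limit read from the data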;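 note: 0% = DMSO wells and 100% = wells with excess untagged CBFb-SMMHC; inhibitors lower the FRET ratio by blocking Runt binding to CBFb-SMMHC; some results filed as inactive read as strong as hits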
Target sequence (Q01196 whole entry, looked up): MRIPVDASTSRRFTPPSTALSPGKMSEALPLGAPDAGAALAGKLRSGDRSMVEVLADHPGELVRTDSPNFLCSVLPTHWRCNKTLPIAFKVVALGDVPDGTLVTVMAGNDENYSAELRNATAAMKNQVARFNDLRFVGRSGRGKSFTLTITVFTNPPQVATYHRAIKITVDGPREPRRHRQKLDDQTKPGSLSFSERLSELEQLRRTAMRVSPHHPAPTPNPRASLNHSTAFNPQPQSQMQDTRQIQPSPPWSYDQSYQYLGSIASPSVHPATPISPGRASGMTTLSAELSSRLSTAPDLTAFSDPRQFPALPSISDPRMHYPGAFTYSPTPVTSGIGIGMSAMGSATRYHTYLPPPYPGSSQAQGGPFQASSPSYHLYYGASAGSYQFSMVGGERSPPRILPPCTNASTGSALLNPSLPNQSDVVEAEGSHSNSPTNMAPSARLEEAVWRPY
Target sequence (Q13951 whole entry, looked up): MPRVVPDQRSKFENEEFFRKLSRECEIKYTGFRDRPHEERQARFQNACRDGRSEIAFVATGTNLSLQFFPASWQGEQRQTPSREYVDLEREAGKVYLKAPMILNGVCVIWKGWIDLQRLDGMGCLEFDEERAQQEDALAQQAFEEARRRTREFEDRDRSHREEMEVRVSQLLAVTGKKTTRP
An asterisk follows results filed as active; nt = no result given.

SMILES	TNF necrop inh	CHOP inh	zfTRPN1 agonist	PPC-1+TRAIL kill	NCF1 inh	Mdm2 ligase inh	EBV gp42 inh	TRPML3 ag	Runt-SMMHC FRET
Cc1ccc(S(=O)(=O)N2CCC(=O)N(C(COCc3cccc(C)c3)Cc3ccccc3)CC2)cc1 (configuration not stated)	2.0	24	13	11	1	nt	-9	5.5	-8
CC(C)Sc1nnc(CNC(=O)C23CC4CC(CC(C4)C2)C3)n1Cc1ccccc1	-4.2	15	1.1	22	-1	-1	3	0.1	1
O=C(CCN1C(=O)/C(=C/c2ccccc2)SC1=S)NNC(=O)c1ccncc1	2.7	-2	1.3	9	-1	-8	-1	0.9	-1
CCOC(=O)c1[nH]c(C)c(C(=O)OCC(=O)Nc2sc3c(c2C#N)CCCCC3)c1C	-1.0	84*	0.0	7	-16	-16	-8	0.8	1
COc1ccc(C(=O)Oc2c(CN3CCOCC3)cc(Cl)c3cccnc23)cc1	-21	-7	-0.3	16	-13	-2	-4	-0.2	2
O=S(=O)(NC1CCCCC1Oc1ccccc1)c1ccccc1 (configuration not stated)	0.8	32	-2.0	0	-14	2	-12	-0.8	0
Cc1nc(-c2ccccc2)[nH]c(=O)c1Oc1ccc(Cl)cc1Cl	0.1	16	1.2	7	-3	-2	1	0.9	2
Clc1cc2c(nn1)Nc1ccccc1S2	-0.4	-13	-1.4	12	-5	-7	4	0.0	-20
Cc1ccc(-c2nnc(NCc3nc4ccccc4[nH]3)c3ccccc23)cc1S(=O)(=O)N(C)C	8.1	16	-2.2	-22	-18	-7	-30	0.1	2
Cc1cc(NC(=O)c2c(C)noc2C)no1	3.5	10	1.4	-2	-1	-16	-10	0.6	-2
O=S(=O)(CCc1nc2ccccc2s1)c1ccc(Cl)cc1	0.6	3	-0.3	-4	-5	-8	-2	0.4	1
O=C(CSCc1ccc(Br)cc1)N=Nc1c(O)[nH]c2ccccc12	1.3	23	-3.5	-1	-3	-5	-5	-0.5	1
CN(C)C(=O)c1nnc(Cc2ccc(Cl)cc2)o1	19	-20	-1.1	-5	1	nt	-10	0.4	4
Cc1ccc(S(=O)(=O)N2CC(O)CC2C(=O)NCc2ccc3c(c2)OCO3)cc1 (configuration not stated)	1.2	-12	-1.0	-9	-1	-15	-15	0.6	2
CN(C)C(CNC(=O)c1cc(S(=O)(=O)N(C)c2ccccc2)ccc1Cl)c1ccccc1 (configuration not stated)	-2.9	48	-0.8	2	-4	-15	-5	0.5	0
COc1ccc(C(O)c2nccc3cc(OC)c(OC)cc23)cc1OC (configuration not stated)	-1.3	11	-0.1	20	1	-3	6	0.8	-1
COC(=O)C1=C(O)/C(=C/c2cccc(OC)c2O)N=C1C	-3.1	0	-0.5	14	-22	-18	-3	0.2	1
COc1ccc2nc(C)cc(N3CCOCC3)c2c1	1.6	-19	-0.5	-21	-1	-23	84*	0.7	0
CN(C)C(=O)COC(=O)c1ccccc1OCC(=O)Nc1ccc(SC(F)F)cc1	-3.3	-2	6.9	1	2	-4	-3	0.6	-9
CCOc1ccc(C(C)NC(=O)Cc2ccccc2F)cc1OCC (configuration not stated)	0.2	12	-0.9	7	-6	-17	-14	0.1	-1
CCOC(=O)C1CCN(Cc2cn[nH]c2-c2ccc(C)cc2)CC1	2.1	-31	-0.8	15	8	1	-2	0.0	-11
Cc1cc(C)n(CCNC(=O)c2cc(COc3ccc4ncccc4c3)on2)n1	-3.6	7	6.7	14	-5	-11	-8	4.0	3
CC1(C)CC(=O)C2=C(C1)OC(N)=C(C#N)C2c1cn(-c2ccccc2)nc1-c1ccc(F)cc1 (configuration not stated)	-4.7	1	-0.7	20	-11	-8	29	0.5	2
CCOC(=O)c1ccccc1NC(=O)C=C(C)C	-1.2	5	-1.4	25	-13	-6	-3	0.7	-2
O=C(c1ccc(S(=O)(=O)N2CCCCC2)cc1)N1CCN(c2ccccc2)CC1	2.6	-18	0.6	17	21	-12	-16	1.4	-2

(continued)
SMILES	TNF necrop inh	CHOP inh	zfTRPN1 agonist	PPC-1+TRAIL kill	NCF1 inh	Mdm2 ligase inh	EBV gp42 inh	TRPML3 ag	Runt-SMMHC FRET
Cc1c(Cl)cccc1NC(=O)C(=O)NNC(=O)c1ccccc1F	0.1	-3	-0.1	13	2	2	-10	0.7	-4
Cc1ccc(-c2cn3nc(C)c(C)nc3n2)cc1	0.7	81*	0.8	28	-49	8	-9	0.4	63
CC1CCc2c(sc(NC(=O)c3nc4ncccn4n3)c2C#N)C1 (configuration not stated)	-1.7	-1	1.2	8	-14	nt	-10	1.4	-4
CCOC(=O)C(=O)Nc1nnc(SCc2ccc(F)cc2)s1	-0.1	2	-1.3	4	-7	15	1	0.8	-2
COC(=O)COc1cccc2c(=O)n(CC(=O)NCCc3ccccc3)ccc12	1.4	-14	-1.2	8	-3	nt	-16	0.5	1
Cc1ccc(NC(=O)Cc2ccc([N+](=O)[O-])cc2)c(Br)c1	2.3	10	-1.6	29	-16	-5	0	0.3	-1
O=c1c2[nH]c3ccccc3c2ncn1CCN1CCCCC1	-1.5	7	1.0	-3	-5	-46	-26	1.1	1
Cc1ccc(NC(=O)/C(=C\c2ccc([N+](=O)[O-])cc2)NC(=O)c2ccccc2)cc1	-1.8	98*	1.0	26	-8	6	0	-0.6	-4
COc1ccccc1Cn1c(CO)nc2ccccc21	-0.7	7	-0.3	8	-5	0	-27	-0.3	-1
NS(=O)(=O)c1ccc(N/N=C/c2cn(-c3ccccc3)nc2-c2ccccc2)c([N+](=O)[O-])c1	-0.5	10	-0.7	28	1	-11	-6	0.8	-7
Cc1cccc(/C(N)=N/OC(=O)COc2ccccc2Cl)c1	3.3	-43	-0.1	14	-3	3	-14	1.1	-2
C1CCN=C(Nc2nn[nH]n2)CC1	0.5	-11	1.6	1	-13	-23	-16	1.3	-4
O=C(CS(=O)CC(=O)N(c1ccccc1)C(C(=O)NC1CCCCC1)c1ccco1)Nc1ccc(F)cc1 (configuration not stated)	1.5	30	0.1	4	5	-5	1	0.6	4
Cc1cc(C)c2c(N=NN3CCCCC3)[nH]nc2n1	-1.8	20	-1.2	6	-14	-3	-5	-0.4	0
O=C(NNc1cc(C(F)(F)F)nc2ccccc12)Nc1cccc(Cl)c1	-1.5	13	3.0	7	-13	-6	-1	1.1	2
C/C(=N\Nc1nc(N2CCCCCC2)nc(N2CCCCCC2)n1)c1ccccc1	2.0	48	1.7	-14	-9	-2	-13	0.6	0
CCN(C(=O)COc1cccc2cccnc12)C1CCS(=O)(=O)C1 (configuration not stated)	2.0	-14	1.7	44	0	-4	-14	-0.2	-1
O=S(=O)(c1ccccc1)c1ccccc1/C=N\O	0.9	-4	-0.1	10	-3	-14	-12	0.1	0
COCc1[nH][nH]c(=O)c1C=Nc1ccccc1	-0.2	59	-0.4	2	-2	-3	-3	0.5	0
Cc1oc(-c2ccc(Cl)cc2)cc1-c1nn2c(-c3ccoc3C)nnc2s1	-2.2	37	-0.1	-14	-48	-13	9	0.3	18
Cc1cc(F)ccc1S(=O)(=O)Nc1ccccc1C(=O)Nc1ccccc1-c1nc2ccccc2[nH]1	3.3	61	1.3	17	-29	nt	-4	0.8	6
CC(C)NC(=O)COC(=O)c1ccc(S(=O)(=O)N2CCCC2)cc1	0.4	12	2.0	1	-6	-4	-3	0.9	1
CCOC(=O)c1sc2nc3n(c(=O)c2c1C)CCC3	1.0	-1	-0.2	30	-4	-26	-13	-0.1	4
O=C(CN(CC1CCCO1)C(=O)CNS(=O)(=O)c1ccc(Cl)cc1)NCC1CCCO1 (configuration not stated)	-1.5	24	1.5	8	-20	-3	4	0.5	1
CC(/C=N\NC(=O)Cn1cncn1)=C/c1ccc(C(C)C)cc1	-3.1	-5	-0.3	6	-2	-4	-1	0.5	-3
CCOC(=O)C1=C(c2ccccc2)OC(N)=C(C#N)C1c1ccc(Br)s1 (configuration not stated)	4.0	82*	0.2	2	-7	-9	-18	0.4	-1
COc1ccc(C(C)NC(=O)c2ccc(Br)cc2)cc1OC (configuration not stated)	4.0	2	-1.5	30	-1	-6	-9	0.2	-2

Part of the list above, set out differently:
Each structure is followed by: TNF necrop inh, CHOP inh, zfTRPN1 agonist, PPC-1+TRAIL kill, NCF1 inh, Mdm2 ligase inh, EBV gp42 inh, TRPML3 ag, Runt-SMMHC FRET
- Cc1ccc(S(=O)(=O)N2CCC(=O)N(C(COCc3cccc(C)c3)Cc3ccccc3)CC2)cc1 (configuration not stated)
→ 2.0, 24, 13, 11, 1, nt, -9, 5.5, -8
- CC(C)Sc1nnc(CNC(=O)C23CC4CC(CC(C4)C2)C3)n1Cc1ccccc1
→ -4.2, 15, 1.1, 22, -1, -1, 3, 0.1, 1
- O=C(CCN1C(=O)/C(=C/c2ccccc2)SC1=S)NNC(=O)c1ccncc1
→ 2.7, -2, 1.3, 9, -1, -8, -1, 0.9, -1
- CCOC(=O)c1[nH]c(C)c(C(=O)OCC(=O)Nc2sc3c(c2C#N)CCCCC3)c1C
→ -1.0, 84*, 0.0, 7, -16, -16, -8, 0.8, 1
- COc1ccc(C(=O)Oc2c(CN3CCOCC3)cc(Cl)c3cccnc23)cc1
→ -21, -7, -0.3, 16, -13, -2, -4, -0.2, 2
- O=S(=O)(NC1CCCCC1Oc1ccccc1)c1ccccc1 (configuration not stated)
→ 0.8, 32, -2.0, 0, -14, 2, -12, -0.8, 0
- Cc1nc(-c2ccccc2)[nH]c(=O)c1Oc1ccc(Cl)cc1Cl
→ 0.1, 16, 1.2, 7, -3, -2, 1, 0.9, 2
- Clc1cc2c(nn1)Nc1ccccc1S2
→ -0.4, -13, -1.4, 12, -5, -7, 4, 0.0, -20

Screens: PubChem BioAssay, several laboratories
